Assay outcomes (PubChem BioAssay)
TCR act: T cell receptor activation; Potency, µM (series often up to 9.22 µM), for inactives: at the highest dose activation of IL-2 secretion, usual class: activators; AID 504894; primary human leukocytes, anti-CD3, IL-2 HTRF, 48 h; 330,000 tested, under 10 active; note: % of control where 0% means no effect
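TCR engagement came from a-CD3 beads alone, with compounds added to primary human leukocytes for 48 hr. Secreted IL-2 bridged europium cryptate- and d2-labelled anti-IL-2 antibodies, giving FRET emission at 665nm after 320nm excitation.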
Menin-MLL TR inh: inhibitors of human menin-MLL interaction, mutant MLL peptide. hit rate 0.23% among 270,000. O00255. Menin + Texas Red MLL mutant peptide, fluorescence polarization. Potency, µM (titrated, usually from 61.6 µM), without a hit: at the highest dose FP activity change, negative = inhibition, hits mostly inhibitors. AID 1768; active = well fitted inhibition curve with a large enough effect in the polarisation, with a control signal flat, not every such curve was filed as active; inconclusive = small, poorly fitted or top-dose-only effect, or effect the other way, or a change in a side signal; inactive = no such curve, though single readings can be large or run the other way; the % refers to the polarisation; note: potency is the fitted concentration of half-maximal effect; % of control where 0% means no effect; many of its hits are not listed in these tables
S-ASM inh: human S-ASM enzyme inhibition; hit rate 0.006% among 340,000; P17405; placental ASM, HMU-PC fluorogenic substrate, 60 min; AID 504937; Potency, µM (top dose mostly 57.5 µM), for inactives: top-dose activity change, negative = inhibition, most hits filed as inhibitors; note: potency is the fitted concentration of half-maximal effect
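qHTS format. ASM enzyme prepared from human placenta hydrolyses the fluorogenic substrate HMU-PC0 (9 uM final) over 60 min at 37 °C after a 10 min compound preincubation.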
AT treatment: potential ataxia-telangiectasia treatments restoring KAP-1 phosphorylation; […] A-T fibroblasts, KAP-1 phosphorylation AlphaLISA; neocarzinostatin DNA damage 30 min before lysis; Potency, µM (doses to about 57.5 µM), for the others: at the top dose activation, actives largely listed as activators; hit rate 0.19% among 320,000; AID 485349; note: potency is the fitted concentration of half-maximal effect; % of control where 0% means no effect; nearly all actives have a fitted effect of over 45% in size
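ATM-like activity read as KAP-1 phosphorylation via AlphaLISA donor/acceptor antibody pairs after lysis and 6 hr at 25C. Cells were ATM-null patient fibroblasts ([…], hTERT), dosed 60 min, then exposed to the DSB inducer NCS for 30 min.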
TSHR antag: blocks TSH signaling through the human TSH receptor; P16473; TSHR-expressing cells, TSH-stimulated cAMP HTRF, 2 h; active compounds read low; activity change, negative = inhibition, % at 11.5 µM; hit rate 0.2% among 330,000;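 active = activity change below a set negative limit, meaning inhibition stronger than a set level, cut at about -70% in these data; inconclusive = activity change between two set negative limits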; note: % is set by controls: 0 for no effect and ±100 for the full control effect
Target sequence (P16473 whole entry, looked up): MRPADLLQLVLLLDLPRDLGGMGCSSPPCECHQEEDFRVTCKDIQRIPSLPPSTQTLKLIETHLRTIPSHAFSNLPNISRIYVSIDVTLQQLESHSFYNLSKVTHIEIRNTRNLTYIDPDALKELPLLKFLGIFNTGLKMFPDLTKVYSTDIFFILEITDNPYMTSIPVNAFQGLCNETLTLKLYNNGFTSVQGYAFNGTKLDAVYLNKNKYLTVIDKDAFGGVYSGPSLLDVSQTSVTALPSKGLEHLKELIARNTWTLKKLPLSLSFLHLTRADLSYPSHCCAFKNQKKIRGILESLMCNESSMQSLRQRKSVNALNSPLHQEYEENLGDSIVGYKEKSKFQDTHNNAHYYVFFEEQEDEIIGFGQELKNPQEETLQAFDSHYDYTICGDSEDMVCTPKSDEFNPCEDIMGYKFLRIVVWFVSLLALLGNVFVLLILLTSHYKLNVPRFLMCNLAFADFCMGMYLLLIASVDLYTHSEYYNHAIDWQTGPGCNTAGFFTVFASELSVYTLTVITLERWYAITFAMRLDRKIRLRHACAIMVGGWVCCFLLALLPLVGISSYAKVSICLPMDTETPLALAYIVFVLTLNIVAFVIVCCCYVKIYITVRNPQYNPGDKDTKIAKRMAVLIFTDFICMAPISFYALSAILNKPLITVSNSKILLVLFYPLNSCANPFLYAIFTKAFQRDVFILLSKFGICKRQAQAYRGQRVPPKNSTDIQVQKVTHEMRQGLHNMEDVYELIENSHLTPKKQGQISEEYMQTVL
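Inhibition of cAMP made by TSHR-expressing cells under TSH stimulation (4nM final, EC80; 2 h, 37 deg C) is quantified with a one-step lysis HTRF kit, anti-cAMP cryptate versus cAMP-d2.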
MBNL1-CUG inh: MBNL1-poly(CUG) RNA binding inhibition. Q9NR56. TR-FRET MBNL1-His/biotin-(CUG)12 binding, 665/545 ratio. Potency, µM (doses to about 57.5 µM), for inactives: top-dose activity change, negative = inhibition, hits mostly inhibitors. hit rate 0.036% among 280,000. AID 2675; active = well fitted inhibition curve with a large enough effect in the signal ratio, with a control signal flat, not every such curve was filed as active; inconclusive = small, poorly fitted or top-dose-only effect, or effect the other way, or a change in a side signal; inactive = no such curve, though single readings can be large or run the other way; the % refers to the signal ratio; note: potency is the fitted concentration of half-maximal effect; % is set by controls: 0 for no effect and ±100 for the full control effect
Target sequence (Q9NR56 whole entry, looked up): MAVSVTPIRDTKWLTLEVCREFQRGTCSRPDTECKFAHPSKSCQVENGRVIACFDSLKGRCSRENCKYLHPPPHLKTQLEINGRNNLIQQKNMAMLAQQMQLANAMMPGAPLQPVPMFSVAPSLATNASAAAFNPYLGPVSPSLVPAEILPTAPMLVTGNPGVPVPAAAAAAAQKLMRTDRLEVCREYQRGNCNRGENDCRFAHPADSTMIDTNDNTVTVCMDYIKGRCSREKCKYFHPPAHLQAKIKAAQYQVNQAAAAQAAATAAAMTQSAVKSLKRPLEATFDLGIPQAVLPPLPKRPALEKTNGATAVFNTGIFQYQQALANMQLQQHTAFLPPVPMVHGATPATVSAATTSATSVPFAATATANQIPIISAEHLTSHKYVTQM
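His-tagged MBNL1 binding to biotinylated (CUG)12 RNA was measured by TR-FRET using terbium anti-His antibody (0.055 ng/ul final) and streptavidin-XL665 (5 nM final). Compounds were titrated 92 nM to 58 uM; 60 min at room temperature.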
TSG101-PTAP inh: blocks PTAP/TSG101 interaction to inhibit HIV-1 budding; Fluorescence polarization, FITC-PTAP peptide / Tsg101 binding; Potency, µM (highest dose often 115 µM), for inactives: top-dose activity change, negative = inhibition, usual class: inhibitors; 340,000 tested, under 10 active; AID 493005; active = well fitted inhibition curve with a large enough effect in the main read-out, with a control signal flat, not every such curve was filed as active; inconclusive = small, poorly fitted or top-dose-only effect, or effect the other way, or a change in a side signal; inactive = no such curve, though single readings can be large or run the other way; note: potency is the fitted concentration of half-maximal effect; % of control where 0% means no effect
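Fluorescence polarization binding of Tsg101 binding domain (10 uM final) to FITC-labeled PTAP peptide (50 nM final) in HEPES pH 7.5 buffer with NaCl, Tween 20, EDTA, TCEP. Compounds added before peptide; binding 20 min at RT.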
a7 integrin act: activates integrin-mediated alleviation for muscular dystrophy; hit rate 0.064% among 350,000; alpha7betagal myoblasts, beta-gal FDG fluorescence, 48 h; Potency, µM (doses to about 38.3 µM), inactives show at the top dose activation, actives largely listed as activators;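 note: potency is the fitted concentration of half-maximal effect; 100% = response of the positive control SU9516; nearly all actives have a fitted effect of over 60% in size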
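alpha7betagal+/- myoblasts (passage 13, 250/well) treated 48 h at 37C with compounds at 1:260 dilution of DMSO stock. Lysed, then beta-galactosidase activity read as FDG fluorescence (ex 480/em 540) after 30 min, with pre-read for autofluorescence.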
MLL CXXC-DNA inh: blocks binding of human MLL CXXC domain to DNA; MLL-CXXC / FITC-HOXA9 DNA fluorescence polarization; Potency, µM (top dose mostly 115 µM), without a hit: at the top dose activity change, negative = inhibition, usual class: inhibitors; hit rate 0.037% among 290,000; active = well fitted inhibition curve with a large enough effect in the polarisation, with a control signal flat, not every such curve was filed as active; inconclusive = small, poorly fitted or top-dose-only effect, or effect the other way, or a change in a side signal; inactive = no such curve, though single readings can be large or run the other way; the % refers to the polarisation; note: potency is the fitted concentration of half-maximal effect
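Purified MLL-CXXC (added from a 7 uM solution) was preincubated 5 min at ambient with pinned compounds in 50 mM Tris-HCl pH 7.5, 50 mM NaCl, 1 mM DTT, 0.05% BSA. Fluorescein-labeled HOX-A9 DNA (50 nM solution) followed, 30 min, then polarization read.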
Mito fusion yeast: mitochondrial division inhibition or fusion activation. S. cerevisiae fusion-defective mutant growth rescue, CellTiterGlo 48 h. Potency, µM (doses to about 46.1 µM), for the others: at the highest dose growth rescue (activation), usual class: activators. hit rate 0.23% among 320,000;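 note: potency is the fitted concentration of half-maximal effect; % of control where 0% means no effect; nearly all actives have a fitted effect of over 45% in size; temperature-sensitive fusion mutants such as fzo1-1 at 37 °C on non-fermentable ethanol glycerol medium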
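Compounds are tested for their ability to restore growth of mitochondrial fusion-defective yeast strains at non-permissive 37C in YPEG medium over 48 hours. Viability is quantified by luciferase luminescence.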
Active calls of the source: *; ? = inconclusive; · = no result given; [ ] = remark or other dose. Unless noted, calls come from the whole dose curve; as a rule, active = well fitted curve in the direction sought with a large enough effect; inconclusive = small, poorly fitted or top-dose-only effect, or another doubt; inactive = no such curve, though single readings can be large; an effect the other way counts as inactive or inconclusive.

mol	TCR act	Menin-MLL TR inh	S-ASM inh	AT treatment	TSHR antag	MBNL1-CUG inh	TSG101-PTAP inh	a7 integrin act	MLL CXXC-DNA inh	Mito fusion yeast
CC(=O)Nc1c(C)nn(-c2ccc(C)c(C)c2)c1C	-5%	10%	-2%	9%	-6	-3%	-8%	11%	6%	-1%
Cc1cc(NC(=O)c2ccc(S(=O)(=O)N3CCOCC3)cc2)nc2c1c(=O)oc1ccccc12	·	37%[activator]	·	3%	9	0%	·	·	17%	5%
CCOc1cc(-c2n[nH]c(=S)n2Cc2ccccc2)ccc1OC(F)F	-8%	·	-9%	2%	-6	·	-4%	?	·	15%
CCN(CC(=O)Nc1c(F)cccc1F)C(=O)CNC(=O)c1ccc2c(c1)OCO2	-1%	·	0%	-2%	7	-8%	-1%	-18%	-3%	-1%
CCC(=O)c1ccc(OCC(=O)NCC2COc3ccccc3O2)cc1 (stereo not drawn)	0%	·	-2%	-10%	8	·	-9%	-4%	·	-2%
O=C(O)COc1ccccc1/C=N/NC(=O)COc1ccc(-c2ccccc2)cc1	-2%	·	7%	6%	-4	-2%	-1%	-9%	-7%	2%
Cc1ccc(-c2csc(N3N=C(c4ccccc4)/C(=C\c4ccc(N(C)C)cc4)C3=O)n2)cc1	·	?	·	-7%	-1	7%	·	·	1%	-2%
COc1ccc(CCNC(=O)c2ccc(=O)[nH]n2)cc1OC	-4%	4%	1%	8%	7	-3%	-5%	2%	-6%	1%
O=C(CSc1n[nH]c(-c2ccncc2)n1)Nc1ccccc1Cl	6%	·	7%	1%	7	·	-2%	-16%	·	4%
COc1ccc(/C=N/NC(=O)c2cccc(OC(F)(F)C(F)F)c2)c(OC)c1OC	-3%[46.1 µM]	20%	-5%	2%	3	10%	-4%	-2%	3%	-5%
O=C(NC1CCN(C(=S)Nc2ccc(Cl)cc2)CC1)C1CCCCC1	-7%	25%	0%	13%	5	-7%	-2%	-1%	1%	-24%
O=C(NNC(=O)c1ccccc1O)c1ccc(Cl)cc1	3%	20%	2%	-2%	6	-8%	-3%	-13%	-3%	1%
Cc1noc(C)c1C(=O)N(C)CC(=O)Nc1ccc(F)c(F)c1F	2%	·	4%	-1%	1	·	0%	21%	·	-5%
CCCCNC(=O)/C(C#N)=C/c1ccc2c(c1)OCCO2	-3%[46.1 µM]	-2%	5%	0%	-9	-6%	-6%	-8%	13%	0%
COC(=O)c1ccc(CNC(=O)c2ccc(S(=O)(=O)N3CCCCCC3)cc2)cc1	8%	·	-3%	0%	-9	·	0%	-24%	·	·
Cc1ccc(NC(=O)C(NCc2ccccn2)c2ccccc2)cc1 (stereo not drawn)	·	-9%	6%	-2%	-8	-4%	-1%	0%	13%	3%
CCCCN1CC(COCc2ccccc2)Oc2cccc(N3CCCC3)c2S1(=O)=O (stereo not drawn)	-11%	·	-4%	·	·	·	-7%	-8%	·	·
O=C(COC(=O)C1CC1)Nc1ncc(Cl)cc1Cl	-6%	·	1%	7%	0	·	-6%	-12%	·	-6%
CC(C)CCN1C(=O)c2ccc(C(=O)Nc3cccc(S(N)(=O)=O)c3)cc2C1=O	1%[46.1 µM]	?	-7%	-7%	3	22%	-4%	-6%	13%	-2%
CCC(C)(C(=O)NC1CCCCC1)N(C)C(=O)c1ccc2c(c1)OCO2 (stereo not drawn)	-5%	5%	2%	·	6	2%	-1%	0%	6%	-3%
COCCn1cc(C(=O)N2CCCC(C)C2)c2c3ccccc3n(C)c2c1=O (stereo not drawn)	·	-16%	16%	-3%	3	6%	-3%	-20%[7.66 µM]	-4%	4%
Cc1ccc(C)c(OCCC(=O)OCC(=O)NCc2ccccc2)c1	0%	·	-3%	8%	-4	·	-2%	0%	·	4%
O=C1NC[C@H](CC2CCCCC2)N(CCc2cccc(F)c2)C1=O	-6%	·	3%	6%	5	·	-1%	8%	·	1%
CCOn1c(=O)c(-c2cccc([N+](=O)[O-])c2)[n+]([O-])c2ccccc21	3%[46.1 µM]	12%	39%[activator]	-5%	14	?	-1%	1%	2%	-7%
O=C(NCc1ccccc1)c1cccc(NC(=O)c2ccco2)c1	-4%	-5%[11.7 µM]	0%	4%	8	3%	-3%	0%	-2%	0%
Cc1nc2nc(-c3ccc(Cl)cc3)[nH]n2c(=O)c1C	·	-1%	·	6%	-6	-1%	·	·	3%	3%
N#C/C(=C\C1CC2C=CC1C2)c1nc2ccccc2[nH]1 (stereo not drawn)	3%	4%	7%	-5%	8	-6%	-2%	18%	7%	1%
COc1ccc(-n2nc3cc(C)c(NC(=O)CC(C)C)cc3n2)cc1	·	-5%	·	15%	1	77%[activator]	·	·	12%	0%
Cc1cccc(NS(=O)(=O)c2cccc(C(=O)NCCCN3CCCC3=O)c2)c1	-4%	·	2%	-2%	3	·	-7%	-10%	·	-5%
CC(C)N(C(=O)N1CCC(c2nc(-c3ccncc3)no2)CC1)C(C)C	11%	13%	2%	·	-25	?	-3%	-24%	-7%	0%
COCc1cc(=O)[nH]c(/N=C(\N)Nc2ccc(Oc3ccccc3)cc2)n1	-1%	-2%	-1%	-11%	-14	-1%	-2%	-8%	2%	-8%[1.84 µM]
CC(C)CNC(=S)N(CCN(C)C)Cc1cc2cc3c(cc2[nH]c1=O)OCCO3	-3%	-17%	42%[activator]	1%	13	16%	-4%	-7%	5%	-3%
CC(C)c1ccc(-c2nn(-c3ccccc3)cc2C(=O)NCC2CCCO2)cc1 (stereo not drawn)	4%	·	-12%	5%	-21	·	-2%	-9%	·	?
CCc1ccc2[nH]c(=O)c(CN(CCN(CC)CC)C(=S)NCc3ccco3)cc2c1	-4%	-21%	-3%	-1%	2	-4%	-7%	-43%	2%	-1%
COc1cc(C(=O)N(CCc2ccccc2)C2=CC3CCC(C2)N3C)cc(OC)c1OC (stereo not drawn)	6%[46.1 µM]	-5%	-2%	0%	8	-2%	-8%	-4%	-2%	-4%
O=C(O)CC(Cc1ccc(Br)cc1)C(=O)O (stereo not drawn)	0%	1%	1%	2%	3	-7%	-10%	-6%	1%	-1%
CCOC(=O)c1cnn(C)c1NC(=O)c1ccc(Cl)cc1Cl	10%	-15%	-5%	-4%	4	-8%	-3%	0%	6%	-11%
O=C(Nc1ccc(CN2CCOCC2)cc1)c1cc(Cl)ccc1Cl	-4%	1%	0%	-7%	9	-1%	2%	22%	-3%	-6%
NC(=O)CN1CCCC1c1ccc2c(c1)OCCO2 (stereo not drawn)	-4%	-2%	3%	-2%	-1	-2%	2%	6%	-11%	-9%
CN(CCC#N)C(=O)COC(=O)c1c2c(nc3ccccc13)/C(=C\c1ccco1)CC2	-4%	·	118%[activator]	·	·	·	-7%	20%	·	·
C=CCSc1nc2c(c(=O)[nH]c(=O)n2C)n1Cc1ccc(C)cc1	-5%[46.1 µM]	-9%	-5%	12%	-19	-19%	-5%	22%	-3%	-4%
COc1ccc(C(=O)COC(=O)Cn2cnc3c2c(=O)n(C)c(=O)n3C)c(OC)c1	-1%	-5%	5%	3%	16	-1%	-3%	-21%	-1%	-2%
Cc1cccc(NC(=O)c2cc3ccccc3o2)c1	-3%[46.1 µM]	75%[activator]	-3%	2%	-17	?	-10%	16%	-6%	14%
CC(C)C(=O)Nc1ccc(C(=O)Nc2ccc(Br)cc2F)cc1	-13%	-18%	-2%	-4%	-8	-10%	1%	-21%	5%	10%
COc1ccc2c(c1)CC(C1(O)C(=O)Nc3ccccc31)C2=O (stereo not drawn)	-1%	10%	0%	0%	-9	7%	-9%	-5%	-1%	2%
Cn1c(N)c(C(=O)COC(=O)c2cc3ccccc3cc2O)c(=O)n(C)c1=O	1%	·	-1%	-6%	0	·	0%	3%	·	·
CN1CCC(=O)N([C@H](CSc2ccc(Br)cc2)c2ccccc2)CC1	0%	·	3%	23%	-5	0%	-2%	13%	3%	-53%[inhibitor]
CCN(CC)CCOc1ccc2c(c1)C(=NNC(=O)c1ccccn1)c1cc(OCCN(CC)CC)ccc1-2	7%[46.1 µM]	?	?	-1%	-36	?	?	-9%	?	-7%
Cn1cnnc1Sc1cc(N2CCN(S(=O)(=O)c3ccccc3)CC2)ccc1[N+](=O)[O-]	0%[46.1 µM]	1%	-14%	-3%	0	?	-18%	-14%	-3%	-3%
CCOc1cc(S(=O)(=O)N2CCN(CC)CC2)ccc1Cl	-3%	-23%	3%	9%	26	-1%	-5%	-10%	-9%	5%
CCCCC1NC(=S)N(C2CCCCC2)C1=O (stereo not drawn)	5%[46.1 µM]	-1%	-4%	0%	-2	-8%	-3%	-7%	-4%	-10%

Not all compounds are listed. The share of hits here may be higher or lower than overall.
